Screens (PubChem)
aSyn yeast rescue: alpha-synuclein toxicity suppression in yeast; 94,000 tested, 0.02% active; AID 1347070; S. cerevisiae alpha-synuclein toxicity rescue, BacTiter-Glo growth, 24 h; Potency, µM (titrated, usually from 46.1 µM), for the others: at the highest dose growth rescue (activation), usual class: activators; active means well fitted activation curve with a large enough effect; inconclusive means small, poorly fitted or top-dose-only effect; further: 0% is about no effect
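Growth restoration measured by BacTiter-Glo luminescence after 24 hr at 30 deg C; alpha-synuclein yeast, raffinose-pregrown to mid-log, were added at OD600=0.02 in galactose medium onto pinned compounds.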
* marks the source's active call; other numbers are inactive results; ? = inconclusive; & = joins results of further samples; [ ] = another dose, or the depositor's remark. Potency means the concentration at half of the fitted maximal effect. An excerpt, so the mix of outcomes need not match the whole.

SMILES | aSyn yeast rescue
Cc1ccc(-c2nc(-c3cc4cccc(OCc5ccccc5F)c4oc3=O)no2)cc1 | -6%
CC1(C)CC2(CC(c3ccccc3F)c3cc(Cl)c(O)cc3O2)NC(=S)N1 (stereo not given) | -2%
CC1CC(C)CN(C(=O)c2ccc(-c3ccc([N+](=O)[O-])cc3)o2)C1 (stereo not given) | -3%
COc1ccc2cc(C(=O)NCc3ccc4c(c3)CCN4C(=O)c3ccc(F)cc3)[nH]c2c1 | 15%
Cc1cc(=O)oc2cc(OCCCC[n+]3ccccc3)ccc12 | -20%
CC1(C)CC(=O)c2sc(NC(=O)c3ccc4ncsc4c3)nc2C1 | 7%
CCOC(=O)c1cccc(NC(=O)C2CCN(S(=O)(=O)c3cn(C)cn3)CC2)c1 | -5%
O=C1/C(=C/c2cccs2)SC(=S)N1c1cccc(O)c1 | -9%
COc1ccc(OC)c(C=NN=Cc2cc(OC)ccc2OC)c1 | -2%
CCOc1ccccc1NC(=O)c1c(NC(=O)c2ccccc2)sc2c1CCCC2 | 2%
Cc1c(C)n2c(SCC(=O)N3CCCCC3)nnc2[nH]c1=O | -5%
COc1ccccc1N1CCN(S(=O)(=O)c2c(C)sc3ncn(CC(=O)N(C)c4ccc(Cl)cc4)c(=O)c23)CC1 | -1%

Reformatted: 2 of the compounds above.
Compound	aSyn yeast rescue
O=C1/C(=C/c2cccs2)SC(=S)N1c1cccc(O)c1	-9%
COc1ccc(OC)c(C=NN=Cc2cc(OC)ccc2OC)c1	-2%

Back to the main list, starting 4 compounds before the break.
SMILES | aSyn yeast rescue
COc1ccc(OC)c(C=NN=Cc2cc(OC)ccc2OC)c1 | -2%
CCOc1ccccc1NC(=O)c1c(NC(=O)c2ccccc2)sc2c1CCCC2 | 2%
Cc1c(C)n2c(SCC(=O)N3CCCCC3)nnc2[nH]c1=O | -5%
COc1ccccc1N1CCN(S(=O)(=O)c2c(C)sc3ncn(CC(=O)N(C)c4ccc(Cl)cc4)c(=O)c23)CC1 | -1%
CC[n+]1c(/C=C/Nc2ccccc2)oc2ccc(OC)cc21 | 7%
CCC(CC)c1nnc(NC(=O)CS(=O)(=O)c2ccc(C)cc2)s1 | -11%
COc1ccc(CNC(=O)COCc2cc(-c3cccs3)on2)cc1 | 0%
CS(=O)(=O)c1ccc(Cl)c(NC(=O)COC(=O)Cc2c[nH]c3ccccc23)c1 | 15%
O=C(CC1NCCNC1=O)Nc1ccccc1F (stereo not given) | 0%
COc1ccc(Cc2nnc(SCC(=O)Nc3c(C)cccc3C)[nH]c2=O)cc1 | 4%
Cc1ccc2nc(Cl)c(C3CC(c4ccco4)=NN3S(C)(=O)=O)cc2c1 (stereo not given) | 2%
COc1cc2ccccc2cc1C(=O)N1CCN(c2nc3ccc(F)cc3s2)CC1 | -29%
Cc1cc(C)c2c(c1)/C(=N\N=c1\sc3ccccc3n1C)C(=O)N2 | 7%
C/C(=N\Nc1nncc2ccccc12)c1ccc(O)cc1 | -1%
Cc1c(C(=O)Nc2ccc(F)cc2F)nnn1-c1ccccc1Br | -15%
CCOCC(=O)Nc1ncc(S(=O)(=O)c2ccc([N+](=O)[O-])cc2)s1 | 6%
C=CCn1c(SCc2nc3ccccc3c(=O)[nH]2)nc2scc(C3CC3)c2c1=O | -8%
COc1ccc(CNC(=O)c2ccc(CS(=O)(=O)c3ccc(OC)cc3)o2)cc1 | 0%&4%
O=C(O)CCNC(=O)/C(=C\C=C\c1ccccc1)NC(=O)c1ccccc1 | 9%
CCCc1nc2ccccc2n2c(-c3ccc(C)cc3)c3c(=O)n(C)c(=O)n(C)c3c12 | -15%
O=C(NCc1ccc(F)cc1)C1CCCN1S(=O)(=O)c1ccc(F)cc1 (stereo not given) | 3%
Cn1c(=O)c2c(ncn2CC(=O)OCC(=O)Nc2cccc(C#N)c2)n(C)c1=O | 2%
COc1ccc(-c2cc3nc(N)cc(=O)n3[nH]2)cc1 | -7%
Cc1ccc(C)c(NC(=O)Cn2cc(C(=O)C3CCCCC3)c3ccccc32)c1 | 1%
Cc1ccc(-c2nc3sc(CCNC(=O)c4ccco4)c(C)n3n2)cc1 | -19%
O=C(COC(=O)c1ccccc1Br)Nc1cc(S(=O)(=O)N2CCOCC2)ccc1N1CCCC1 | 11%
CC(=O)Nc1cccc(NC(=O)c2cccc(S(=O)(=O)N3CCN(Cc4ccccc4)CC3)c2)c1 | 3%
CCOc1ccc(C(=O)N2CCC(c3ccncc3)CC2)cc1 | 1%
CC(C)C(C(=O)NCC1CCCO1)N(Cc1ccccc1)C(=O)CNS(=O)(=O)c1ccccc1 (stereo not given) | 12%
N#Cc1cc2c(=O)n3ccccc3nc2n(-c2nnc(SCc3ccccc3)s2)c1=O | -5%
C=CSc1sc(Cl)c(N2CCOCC2)c1[N+](=O)[O-] | -9%
COc1ccc(Cn2c(C(=O)O)c(CNCc3ccc(OC)cc3OC)c3ccc(C)cc32)cc1 | -5%
O=C(Nc1ccc(F)cc1)C1CCCN(S(=O)(=O)c2ccc(-n3cnnn3)cc2)C1 (stereo not given) | -5%
CCc1nnc(NC(=O)c2sc3nc4c(cc3c2N)CCCCCC4)s1 | 8%
CCOC(=O)C(=O)Nc1ccccc1C(=O)OCC | 2%
COc1ccccc1-n1c(SC(C)C(=O)NCC2CCCO2)nc2cc(Cl)ccc2c1=O (stereo not given) | -1%
N#Cc1ccc(NC(=S)NC(=O)C2CC2)cc1 | -8%
Cc1ccccc1Nc1c(-c2cccs2)nc2cccc(C)n12 | -36%[inhibitor]
Cc1ccc(-n2ncc(C(=O)Nc3ccc4c(c3)OCCO4)c2C2CCN(C(=O)OC(C)(C)C)CC2)cc1 | 1%
COc1cc(NC(=O)c2cc(-c3cccs3)on2)c(OC)cc1Cl | 5%
Cc1ccc(NC(=O)CCC(=O)N2CCSc3ccccc32)cc1 | 3%
COc1ccc(NC2c3ccccc3C(=O)N2Cc2ccc3c(c2)OCO3)cc1 (stereo not given) | 11%
O=C(CCSCc1ccccc1Cl)NCCc1ccccc1 | 14%
Cc1ccc(C(=O)N2c3ccc(C)cc3C(C)(c3ccccc3)CC2(C)C)cc1 (stereo not given) | 0%
Cc1nn(-c2ccccc2)c2nc(C3CC3)cc(C(=O)Nc3ccccc3F)c12 | -18%
CCOc1ccc(NC(=O)c2ccc3c(c2)CCN3S(=O)(=O)c2ccc(Cl)cc2)cc1 | 0%
COc1ccccc1OC(C)C(=O)N1CCC(c2nc3ccccc3s2)CC1 (stereo not given) | -4%
Cc1ccc(OCC(=O)Nc2ccncc2)cc1C | 1%
Cc1cc(NC(=O)CCCN2C(=O)c3cccnc3C2=O)ccc1Br | -3%
O=C(Nc1cnn(Cc2ccc(Cl)cc2Cl)c1)c1noc2c1CCc1ccccc1-2 | 2%
COCCCN1C(=O)C(CC(=O)NC2CCCC2)CC(C(=O)N2CCOCC2)=C1C (stereo not given) | 4%
COc1cccc(C2CC(=O)Nc3n[nH]c(-c4ccccc4)c32)c1OC (stereo not given) | 4%

Looked up by structure from above:
SMILES | aSyn yeast rescue
Cc1ccc(OCC(=O)Nc2ccncc2)cc1C | 1%
COc1ccccc1OC(C)C(=O)N1CCC(c2nc3ccccc3s2)CC1 (stereo not given) | -4%
Cc1cc(NC(=O)CCCN2C(=O)c3cccnc3C2=O)ccc1Br | -3%
CCOc1ccc(NC(=O)c2ccc3c(c2)CCN3S(=O)(=O)c2ccc(Cl)cc2)cc1 | 0%
COc1cccc(C2CC(=O)Nc3n[nH]c(-c4ccccc4)c32)c1OC (stereo not given) | 4%
Cc1nn(-c2ccccc2)c2nc(C3CC3)cc(C(=O)Nc3ccccc3F)c12 | -18%

Following part:
SMILES | aSyn yeast rescue
COc1ccc(Cl)cc1NC(=O)Cn1nnc2sc3c(c2c1=O)CCC(C(C)(C)C)C3 (stereo not given) | 7%
COc1ccc(N2CC(NC(=O)Cc3cccs3)CC2=O)cc1OC (stereo not given) | 0%
COc1ccc(OC)c(CCNC(=O)CCCc2nnc3n(C)c(=O)c4sccc4n23)c1 | -5%
CCC(C)NC(=O)CSc1nnc(-c2c[nH]c3ccccc23)o1 (stereo not given) | -8%
Cc1ccc(S(=O)(=O)NCCc2csc(-c3ccc(Cl)cc3)n2)cc1 | ?
Cc1ccccc1C(=O)NNC(=O)C1CCN(c2ncccn2)CC1 | 0%
COc1ccc(Nc2ncnc3c2cnn3C)c(OC)c1 | -7%
COc1ccc(NC(=O)c2ccc3c(c2)C(=O)N(CC2CCCO2)C3=O)c(OC)c1 (stereo not given) | 2%
CCOC(=O)N1CCc2c(sc(NCc3cccs3)c2C(=O)Nc2cc(OC)ccc2OC)C1 | 5%
CSCCC(NC(=O)c1ccccc1)C(=O)N1CCN(Cc2ccc(Cl)cc2)CC1 (stereo not given) | 14%
COc1cccc(/C=C/C(=O)OCC(=O)Nc2ccc3c(c2)OCO3)c1 | 4%
Cc1ccc(NC(=O)CCc2c(C)[nH]c(=O)c(C#N)c2C)cc1 | -1%
CCCCOc1cccc(C(=O)N(Cc2ccc(N(C)C)cc2)C2CCS(=O)(=O)C2)c1 (stereo not given) | 1%
Cc1ccc2c(c1)N(Cc1ccc([N+](=O)[O-])cc1)C=NS2(=O)=O | 0%
COc1cc2[nH]c(=O)n(CCC(=O)NCCCN3CCN(c4ccccc4F)CC3)c(=O)c2cc1OC | -2%
Cc1nn(C(=O)c2ccc(Cl)cc2)c(C)c1Sc1ccc(Cl)cc1 | -14%
COc1cccc(CNC(=O)C2CSC3(C)CCC(=O)N23)c1 (stereo not given) | 2%
CCOC(=O)c1cnn(-c2ccc(C(=O)Nc3cc(OC)c(OC)c(OC)c3)cc2)c1N | 1%
CC(=O)c1cccc(S(=O)(=O)N2CCCC(c3nc4c(nnn4Cc4cccc(Cl)c4)c(=O)[nH]3)C2)c1 (stereo not given) | 1%
CC(=O)c1cccc(NC(=O)CN2C(=O)c3cccnc3Sc3ccccc32)c1 | -2%
Cc1ccc(N2C(=O)CCC(C(=O)O)C2c2cccs2)cc1 (stereo not given) | -2%
COc1ccc(CNC(=O)C/C(C)=N/NC(=O)C23CC4CC(CC(C4)C2)C3)cc1 | -3%
O=c1[nH]nc(SCCS(=O)(=O)c2ccc(F)cc2)n1-c1ccc2c(c1)OCCO2 | -1%
C=CCC(CC)C(=O)NC(=O)N1CCCc2ccccc21 (stereo not given) | 0%
COc1cc(C)c(S(=O)(=O)N2CCCC2)cc1C(C)C | ?
O=C(CN1CCCCC1)Nc1ccccc1Oc1ccccc1 | 9%
Cc1ccc(-c2nnc(Nc3ccc(OCC(N)=O)cc3)c3ccccc23)cc1S(=O)(=O)NCC1CCCO1 (stereo not given) | 3%
Cc1nc(-c2ccc(S(=O)(=O)N3CCN(c4cccc(C(F)(F)F)c4)CC3)cc2)co1 | 7%
COc1ccc(-c2cc(C(=O)NCCc3ccccc3)c3c(-c4ccc(Cl)cc4)[nH]nc3n2)cc1 | -3%
Cc1cc(N2CCCC2=O)ccc1S(=O)(=O)N1CCOCC1 | 8%
Cc1ccc(NC(=O)C(=O)c2cn(CC(=O)N3CCCCC3)c3ccccc23)cc1 | -8%
CC1(C)CC(=O)C(N=Nc2cccnc2)=C(O)C1 | -2%
Cc1ccsc1/C=N/NC(=O)c1cccnc1 | 3%
Cc1ccc2nc(CN3CCN(C(=O)Nc4ccc(C)c(F)c4)CC3)oc2c1 | 18%
CC1CCC2=NN(C(=O)c3ccco3)C(O)(C(F)(F)F)C2C1 (stereo not given) | 18%
O=C(c1ccc(S(=O)(=O)c2cccc(Cl)c2)c([N+](=O)[O-])c1)N1CCN(Cc2ccccc2)CC1 | 8%
Cc1ccccc1-c1noc(-c2cc(C(C)C)[nH]n2)n1 | 1%
Cc1ccc2c(cnn2C(=O)CCCC(=O)NCc2cccc(F)c2)c1 | -7%
COc1ccccc1OCC(=O)N1CCN(S(=O)(=O)c2ccc(Cl)cc2)CC1 | 12%
CCc1ccccc1NC(=O)CCOc1ccccc1 | 5%
CCc1cccc2sc(N(CCCN3CCOCC3)C(=O)CS(=O)(=O)c3ccccc3)nc12 | 5%
Cc1cc(F)ccc1NC(=O)C1CCCN(S(=O)(=O)c2ccc3c(c2)CCCC(=O)N3)C1 (stereo not given) | 4%
Cc1ccc(NC(=O)Cn2c(=O)oc3cc(S(=O)(=O)N4CCCCCC4)ccc32)cc1Cl | -8%
CCOC(=O)c1c(C)[nH]c(C)c1C(=O)COC(=O)/C=C/c1cccc([N+](=O)[O-])c1 | 1%
CC(=O)N1CCCc2ccc(NC(=O)c3ccc(OC(C)C)cc3)cc21 | 5%
Cc1ccc(Cl)cc1N1CCN(S(=O)(=O)c2c(C)nc3scc(C)n3c2=O)CC1 | -41%[inhibitor]
Cc1cc(-c2nnc(CCC(=O)N3CCN(Cc4cccnc4)CC3)o2)c(C)o1 | -7%
Cc1ccc(-n2nc3c(=O)n(CC(=O)Nc4ccccc4F)nc(C)c3c2C)c(C)c1 | 2%
COCCN(C(=O)COC(=O)c1c(NC(C)=O)sc(C)c1C)c1c(N)n(Cc2ccccc2)c(=O)[nH]c1=O | 3%
Cc1nn(-c2ccc(C(=O)O)cc2)c2c1C(=O)CC(C)(C)C2 | 2%
COCCNC(=O)C1CCC(CNS(=O)(=O)c2ccc3c(c2)CC(C)N3C(C)=O)CC1 (stereo not given) | -5%
CCN(CC)CCn1c2c(c(SCC(=O)Nc3cc(C)on3)nc1=O)CCCC2 | 6%
COc1cccc(CNC(=O)CCc2c(C)c3cc4c(C)c(C)oc4cc3oc2=O)c1 | -9%
